# RGS4 block = inhibitors of human RGS4; B-score at 10 µM; HEK293 M3R/RGS4 inducible, Fluo-4 calcium flux; stronger effect = higher value; triggered by carbachol at its EC20; 310,000 tested, 0.45% active;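 active = B-score, a plate-corrected calcium signal, over three deviations above library mean, with baseline fluorescence within five deviations of library mean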;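 also: RGS4 expression induced by doxycycline in cells with stable M3 receptor; B-score is computed from the integrated fluorescence ratio over baseline after carbachol; higher B-score means a larger calcium signal and so more RGS4 inhibition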
# TRPC6 inh = inhibitors of mouse TRPC6 channel; AID 2553; HEK293-TRPC6, membrane potential dye, ACh-evoked depolarization; stronger effect = lower value; 310,000 tested, 1.1% active; B-score at 10 µM;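 active = B-score under library mean minus 3 SD, initial fluorescence not abnormally high, positive integrated signal ratio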;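 also: B-score derived from integrated fluorescence ratio over the kinetic read; more negative B-score means stronger inhibition of depolarization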
# TMEM16A act = activates or potentiates the mouse TMEM16A chloride channel; B-score at 10 µM; Q8BHY3; 340,000 tested, 0.3% active; HEK293 TMEM16A/YFP-H148Q/I152L, iodide quench fluorescence; stronger effect = lower value;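 active = fluorescence-ratio B-score plate-corrected deviation score at least 3 library SD below zero, with starting fluorescence score within 5 deviations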;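 also: channel opened by trigger with iodide after compound preincubation; score built on the fluorescence ratio of max minus min over baseline; more negative score means more quench and so TMEM16A activation or potentiation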
# Target sequence (Q8BHY3 whole entry, looked up): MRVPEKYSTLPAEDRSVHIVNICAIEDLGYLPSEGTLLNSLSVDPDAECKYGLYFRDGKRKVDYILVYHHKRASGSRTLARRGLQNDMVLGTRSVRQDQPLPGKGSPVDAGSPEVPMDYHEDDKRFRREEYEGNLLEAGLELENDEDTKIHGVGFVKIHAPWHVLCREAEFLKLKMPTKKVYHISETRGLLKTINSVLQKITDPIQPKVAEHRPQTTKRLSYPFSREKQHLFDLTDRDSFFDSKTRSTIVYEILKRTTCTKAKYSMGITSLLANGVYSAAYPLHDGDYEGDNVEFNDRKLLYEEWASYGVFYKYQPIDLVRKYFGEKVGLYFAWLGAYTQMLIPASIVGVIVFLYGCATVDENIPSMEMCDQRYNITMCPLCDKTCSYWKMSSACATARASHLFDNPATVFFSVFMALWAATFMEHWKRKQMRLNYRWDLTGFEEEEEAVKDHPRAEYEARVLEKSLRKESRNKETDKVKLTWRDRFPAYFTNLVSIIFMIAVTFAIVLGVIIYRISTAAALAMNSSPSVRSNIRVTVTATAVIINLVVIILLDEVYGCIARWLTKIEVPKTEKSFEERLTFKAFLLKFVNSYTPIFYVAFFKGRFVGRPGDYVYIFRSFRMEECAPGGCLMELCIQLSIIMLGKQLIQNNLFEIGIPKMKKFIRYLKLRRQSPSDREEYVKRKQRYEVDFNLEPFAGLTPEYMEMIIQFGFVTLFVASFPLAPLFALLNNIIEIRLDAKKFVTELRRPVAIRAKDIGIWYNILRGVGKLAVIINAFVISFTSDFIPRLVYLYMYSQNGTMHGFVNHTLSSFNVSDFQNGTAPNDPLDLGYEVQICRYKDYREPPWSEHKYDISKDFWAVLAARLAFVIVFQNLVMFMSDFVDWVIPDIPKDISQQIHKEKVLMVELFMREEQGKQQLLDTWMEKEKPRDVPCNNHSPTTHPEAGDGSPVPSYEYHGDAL
# TRPC4 potent = allosterically enhances the mouse TRPC4 cation channel; Q9QUQ5; HEK293 TRPC4beta/mu-opioid, DAMGO EC20, Fluo-4 Ca2+ flux; stronger effect = higher value; B-score at 10 µM; 310,000 tested, 0.42% active; AID 2227;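 active = B-score of calcium response area above 5 SD of library B-scores, with initial fluorescence ratio within 5 SD of library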;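 also: B-score of integrated fluorescence ratio over time as area under calcium response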
# TRPC4 agonist = TRPC4 (mouse) channel activation. Q9QUQ5. HEK293 TRPC4beta/mu-opioid, Fluo4 calcium fluorescence; stronger effect = higher value. B-score at 10 µM. 310,000 tested, 0.49% active. AID 2237;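 active = B-score above 5 SD of library B-scores, and initial fluorescence ratio not above library mean plus 5 SD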;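 also: positive B-score marks a calcium rise read as TRPC4 activation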
#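 Assay system: HEK293 cells stably co-expressing mouse TRPC4beta and mu-opioid receptor / Timing: Fluo4 dye loading 45 min at room temperature, 110 s recording / Signal: Fluo4 calcium-sensitive dye fluorescence, kinetic, 1 Hz baseline / Read-out: integrated baseline-normalised fluorescence ratio, converted to per-well B score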
# TRPC4 inh = TRPC4 (mouse) channel inhibition. HEK293 TRPC4beta/mu-opioid, DAMGO-evoked Fluo4 calcium flux; stronger effect = lower value. B-score at 10 µM. 300,000 tested, 0.39% active. AID 2247. Q9QUQ5;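 active = B-score over 3 SD under the library average, no early fluorescence shift, positive overall ratio signal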
#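 material = TRPC4beta/mu-opioid receptor HEK293 cell line | probe or stimulus = sequential submaximal and maximal DAMGO stimulation | compound dosing = one concentration per compound | measured by = Fluo4 Ca2+ flux fluorescence | evaluation = integrated fluorescence ratio relative to baseline, converted to per-well B score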
# MrgX1 ag = agonists of human MrgX1 receptor; Q96LB2; MrgX1-HEK293 cells, Fluo-4 calcium fluorescence, agonist mode; stronger effect = higher value; 310,000 tested, 0.44% active; B-score at 10 µM;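 active = calcium response B-score plate-corrected fluorescence ratio at least 3 library SD, with starting fluorescence B-score inside 5 SD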
#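 times = overnight plating, then 30 min 37 °C plus 30 min room-temperature dye loading | assay system = stable human MrgX1 HEK293 cell line | input = fifteen thousand cells per well | signal = kinetic calcium dye fluorescence, Fluo-4 NW | dosing = compound delivered in addition one of three | read-out = B-scored fluorescence response ratio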
# ANO1 block = blocks the mouse calcium-activated chloride channel TMEM16A. HEK293 TMEM16A/YFP iodide influx fluorescence, ionomycin. normalized B-score (activity score, 25-100; higher = stronger inhibition) at 10 µM. 310,000 tested, 1.2% active;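 active = ratio plate-corrected score three or more library SD toward inhibition, starting fluorescence score within five deviations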;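 also: score derived from kinetic fluorescence span divided by baseline fluorescence per well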
# MrgX1 antagonist = blocks BAM8-22 activation of human MrgX1 receptor; Q96LB2; MRGX1-HEK293 calcium flux, Fluo-4, BAM8-22 antagonism; stronger effect = lower value; B-score at 10 µM; 310,000 tested, 1.3% active; AID 588676;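 active = calcium-response B-score plate-corrected more than 3 library SD below zero, starting fluorescence within 5 deviations, no agonist response on first addition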;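 also: peak minus trough fluorescence over baseline after final BAM8-22 challenge near maximal dose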
# MrgX1 PAM = allosterically activates human MrgX1 receptor signaling; MrgX1-HEK293, Fluo-4 calcium flux, FDSS; stronger effect = higher value; Q96LB2; 310,000 tested, 0.63% active; AID 588675; B-score at 10 µM;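 active = plate-corrected calcium response at least 3 library SD above typical, normal starting fluorescence, not activating the receptor alone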;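 also: compound read alongside a low EC10 to EC30 dose of BAM8-22 agonist; peak minus trough fluorescence over baseline measured at the second addition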
# TRPC6 act = activates the mouse TRPC6 cation channel; Q61143; HEK293-TRPC6 membrane potential dye fluorescence; stronger effect = higher value; B-score at 10 µM; 310,000 tested, 0.13% active; AID 2550;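 active = B-score of the integrated fluorescence ratio above library mean plus 3 SD, and starting fluorescence ratio within library mean plus 5 SD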;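 also: higher score means more depolarization so channel activation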
# Active calls of the source: *; i = inactive; . = not tested or not shown.
# Under each structure – RGS4 block | TRPC6 inh | TMEM16A act | TRPC4 potent | TRPC4 agonist | TRPC4 inh | MrgX1 ag | ANO1 block | MrgX1 antagonist | MrgX1 PAM | TRPC6 act
N#CCCn1cc(/C=C(\C#N)c2nc3ccccc3s2)c(-c2ccc(F)cc2)n1
    i | i | i | i | i | i | i | i | i | i | i
COCCC(=O)N1CCC(n2nccc2NC(=O)CCc2ccccc2)CC1
    i | i | i | i | i | i | i | i | i | i | i
COc1ccc(/C=C/C(=O)Nc2ccc3nc4n(c(=O)c3c2)CCCC4)cc1
    i | i | i | i | i | i | i | i | i | i | i
CSc1nc(-c2ccccc2)nc(C(Cl)Cl)n1
    i | i | i | i | i | i | i | i | i | i | i
COc1ccc(CNC(=O)c2ccc(Cn3nc(C)c([N+](=O)[O-])c3C)o2)cc1
    i | i | i | i | i | i | i | i | i | i | i
CCNC(=O)CC1C(=O)N(c2ccc(OC)cc2)C(=S)N1CCc1ccncc1 (configuration not stated)
    i | i | i | i | i | i | i | i | i | i | i
CCCn1c2ccccc2c2cnn(CC(=O)NC3CCCCC3C)c(=O)c21 (configuration not stated)
    i | i | i | i | i | i | i | i | i | i | i
COc1ccc2[nH]c(=O)c(CN(C(C)=O)C3CCCCC3)cc2c1
    i | i | i | i | i | i | i | i | i | i | i
CC1=CC(C)(C)N2C(=O)C3(C(C#N)=C(N)OC4=C3C(=O)CC(C)(C)C4)c3c(C)c(C)cc1c32 (configuration not stated)
    i | i | i | i | i | i | i | i | i | i | i
CC1CCN(S(=O)(=O)c2ccc(C(=O)Nc3nnc(C4=COCCO4)o3)cc2)CC1
    i | i | i | i | i | i | i | i | i | i | i
Cc1ccc(CN2CCN(C3CCOCC3)CC2CCO)cc1 (configuration not stated)
    i | i | i | i | i | i | i | i | i | 8.9* | i
CS(=O)(=O)N(CC(=O)N1CCc2ccccc2C1)c1cccc(F)c1
    i | i | i | i | i | i | i | i | i | i | i
O=C(c1ccc([N+](=O)[O-])cc1)N1CCOC12CCN(c1ncc(C(F)(F)F)cc1Cl)CC2
    i | i | i | i | i | i | i | i | i | i | i
CCc1ccc(OCC(=O)N/N=C/c2ccc(OS(=O)(=O)c3ccc(C)cc3)c(OC)c2)cc1
    i | i | i | i | i | i | i | i | i | i | i
COc1ccc(C(=O)CN2Cc3ccccc3C2=N)cc1
    i | i | i | i | i | i | i | i | i | i | i
O=C(/C=C/c1ccccc1)N/C(=C\c1ccco1)C(=O)NCCO
    i | i | i | i | i | i | i | i | i | i | i
CCC1ON(c2ccccc2)C2c3nc4ccccc4n3CC12 (configuration not stated)
    i | i | i | i | i | i | i | i | i | i | i
Cc1ccc(NC(=O)C2C3CCC(O3)C2C(=O)O)cc1Cl (configuration not stated)
    i | i | i | i | i | i | i | i | i | i | i
Cc1ccc(N2CCN(C(=O)c3cccs3)CC2)cc1C
    i | i | i | i | i | i | i | i | i | i | i
CCc1ccc(C(=O)NC(CC(C)C)C(=O)O)cc1 (configuration not stated)
    i | i | i | i | i | i | i | i | i | i | i
Cc1ccc(S(=O)(=O)Nc2ccc(S(=O)(=O)NCC3CCCO3)cc2)cc1 (configuration not stated)
    i | i | i | i | i | i | i | i | i | i | i
CCCNC(=O)c1n[nH]c2c1CC(C(C)(C)CC)CC2 (configuration not stated)
    . | . | i | . | . | . | i | i | i | i | .
COc1cc(C(=O)Nc2ccc(S(=O)(=O)N3CCOCC3)cc2)c([N+](=O)[O-])cc1OC
    i | i | i | i | i | i | i | i | i | i | i
COc1ccc(-c2ccc(/C=N/N3C(=O)C4C5C=CC(C6CC56)C4C3=O)o2)c([N+](=O)[O-])c1 (configuration not stated)
    i | i | i | i | i | i | i | i | i | i | i
Cc1ccc(-c2nnc(SCC(=O)N/N=C/c3ccccc3C(=O)O)n2-c2ccccc2)cc1
    i | i | . | i | i | i | i | i | i | i | i
CCN(CC)c1ccc(C(=O)NNC(=O)CCl)cc1
    i | i | i | i | i | i | i | i | i | i | i
NC(=O)CSc1ncnc2c1nnn2Cc1ccc(F)cc1
    i | i | i | i | i | i | i | i | i | i | i
CCCCn1c(SCC(=O)c2cc(OC)ccc2OC)nc2cc(S(N)(=O)=O)ccc21
    i | i | i | i | i | i | i | i | i | i | i
CCC(c1nnnn1CCOC)N(Cc1ccc(C)cc1)Cc1cc2cc(OC)ccc2[nH]c1=O (configuration not stated)
    i | i | i | i | i | i | i | i | i | i | i
CCOc1ccc(S(=O)(=O)NCCC(=O)NCc2cccnc2)cc1
    i | i | i | i | i | i | i | i | i | i | i
CCOc1ccc(-n2c(C)nc3c(cnn3-c3ccc(Cl)cc3)c2=O)cc1
    i | i | i | i | i | i | . | . | . | . | i
Cc1cc(C)c(N(C(=O)c2csnn2)C(C(=O)NC(C)(C)C)c2ccncc2)c(C)c1 (configuration not stated)
    i | i | i | i | i | i | i | i | i | i | i
CCCc1nnc(NC(=O)CCC(=O)N2CCN(C3CCCC3)CC2)s1
    i | i | i | i | i | i | i | i | i | i | i
CC(C)Oc1ccc(CCNC(=O)C2CCC(=O)N(Cc3cccc(F)c3)C2)cc1 (configuration not stated)
    i | i | i | i | i | i | i | i | i | i | i
COc1ccccc1CNC(=O)C1CCCN(S(=O)(=O)c2cnc[nH]2)C1 (configuration not stated)
    . | . | i | . | . | . | i | i | i | i | .
COc1ccc(NC(=O)C2CCN(S(=O)(=O)c3ccc(OC)c(OC)c3)CC2)cc1
    i | i | i | i | i | i | i | i | i | i | i
CCOc1cc2[nH]c(=O)n(CCCCCC(=O)NCc3ccco3)c(=O)c2cc1OCC
    i | i | i | i | i | i | i | i | i | i | i
O=C1COc2ccc(S(=O)(=O)N3CCC(C(=O)NCc4ccc(F)cc4)CC3)cc2N1
    i | i | i | i | i | i | i | i | i | i | i
O=[N+]([O-])c1ccc(O)c(C=Nc2ccc3oc(Cc4ccc(Cl)cc4)nc3c2)c1
    i | i | . | i | i | i | i | i | i | i | i
Cn1nc(C(F)(F)F)c(C#N)c1N1CCN(c2ccc(F)cc2)CC1
    i | i | i | i | i | i | i | 25* | i | i | i
CC(=O)c1nnn(-c2cccc(C#N)c2)c1C
    i | i | i | i | i | i | i | i | i | i | i
CCOC(=O)c1sc(=S)n(C)c1N
    i | i | i | i | i | i | i | i | i | i | i
COc1ccc(NC(C)=O)cc1NC(=O)CN1CCN(C2c3ccccc3-c3ccccc32)CC1
    i | i | i | i | i | i | i | i | i | i | i
CCN(CC)c1ccc(NC(=O)CCS(=O)(=O)c2cccc3nsnc23)c(C)c1
    i | i | i | i | i | i | i | i | i | i | i
O=C(COC(=O)c1ccccn1)Nc1nc(-c2cccc([N+](=O)[O-])c2)cs1
    i | i | i | i | i | i | i | i | i | i | i
CCCn1c(SCC(=O)Nc2ccc(S(=O)(=O)N(C)C)cc2)n[nH]c1=O
    i | i | i | i | i | i | i | i | i | i | i
CN(C(=O)COC(=O)C1CCN(S(=O)(=O)c2c(Cl)cccc2Cl)CC1)c1ccccc1
    i | i | i | i | i | i | i | i | i | i | i
O=S(=O)(c1ccc(-c2n[nH]c(=S)o2)cc1)N1CCCC1
    i | i | i | i | i | i | i | i | i | i | i
COc1cc(/C=C/C(=O)OCN2C(=O)c3ccccc3C2=O)ccc1OC(F)F
    i | i | i | i | i | i | i | i | i | i | i
CC1(C(=O)Nc2ccccc2)Cc2ccccc2C(=O)O1 (configuration not stated)
    i | i | i | i | i | i | i | i | i | i | i

# Further compounds:
# Under each structure – RGS4 block | TRPC6 inh | TMEM16A act | TRPC4 potent | TRPC4 agonist | TRPC4 inh | MrgX1 ag | ANO1 block | MrgX1 antagonist | MrgX1 PAM | TRPC6 act
COc1cccc(N2CCN(CC(=O)c3c[nH]c4ccc(OC)cc34)CC2C)c1 (configuration not stated)
    i | i | i | i | i | i | i | i | i | i | i
Cc1ccc(Cn2cccc(NC(=O)c3ccco3)c2=O)cc1
    i | i | i | i | i | i | i | i | i | i | i
COc1ccc(CCNc2ccc(S(N)(=O)=O)cn2)cc1
    i | i | i | i | i | i | i | i | i | i | i
O=C(OCc1ccc(Br)cc1)c1cccnc1
    i | i | i | i | i | i | i | i | i | i | i
Cc1c(CNCCCc2ccccc2)c(C(=O)O)c(C)n1Cc1ccccc1
    i | i | i | i | i | i | i | i | i | i | i
CCN(CC)CCCCCCCCOC(=O)c1cc(OC)c(OC)c(OC)c1
    . | . | i | . | . | . | i | i | i | i | .
O=C1CN(C(=O)c2cccs2)c2ccccc2N1
    i | i | i | i | i | i | i | i | i | i | i
Cc1[nH]n(-c2nc(-c3ccccc3F)cc(=O)[nH]2)c(=O)c1CCO
    i | i | i | i | i | i | i | i | i | i | i
CCC1CCCCN1CCCNC(=O)c1ccc2c(c1)c(C)c(C)n2C (configuration not stated)
    i | i | i | i | i | i | i | i | i | i | i
CCCCC(c1nnnn1C1CCCC1)N1CCN(C2CCCC2)CC1 (configuration not stated)
    i | i | i | i | i | i | i | i | i | i | i
Cc1ccn(S(=O)(=O)c2ccc(N3CCCC3=O)cc2)n1
    i | i | i | i | i | i | i | i | i | i | i
CN1CCN(C(=S)C(=O)NCc2ccccc2)CC1
    i | i | i | i | i | i | i | i | i | i | i
Clc1cccc(/C=N\Nc2nccs2)c1
    i | i | i | i | i | i | i | i | i | i | i
COCCCNC(=O)c1ccc2c(=O)n(C3CCCC3)c(=S)[nH]c2c1
    i | i | i | i | i | i | i | i | i | i | i
O=C(COc1ccccc1Cl)c1ccc2c(c1)CCCC2
    i | i | i | i | i | i | i | i | i | i | i
COC(=O)Nc1ccc(S(=O)(=O)N2CCCC(C(=O)O)C2)cc1 (configuration not stated)
    i | i | i | i | i | i | i | i | i | i | i
NC(=O)c1cc(S(=O)(=O)N2CCCC2)ccc1OCc1ccc(F)cc1
    i | i | i | i | i | i | i | i | i | i | i

# Assay outcomes from PubChem.
